# Compound activity from PubChem.
# TbPYK inhibitor: T. brucei pyruvate kinase inhibition. Q57TT1. TbPYK enzyme, Kinase-Glo Plus ATP luminescence, 45 min. Potency, µM (highest dose often 76.8 µM), inactives show top-dose activity, negative = inhibition, actives largely listed as inhibitors. 0.12% of 410,000 active; note: potency is the fitted concentration of half-maximal effect; nearly all actives have a fitted effect of over 50% in size
#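 Luminescence from Kinase-Glo Plus, added after a 45-minute room-temperature reaction, served as the end-point read-out. The enzyme and substrate were preincubated with compound before ADP (130 uM final) initiated turnover. Concentration-effect curves came from normalized qHTS data.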
# AmpC no deterg: inhibitors of E. coli AmpC beta-lactamase without detergent; P00811; AmpC nitrocefin hydrolysis, absorbance 480 nm, 0.0001% Triton; Potency, µM (highest dose often 57.1 µM), without a hit: at the highest dose activity change, negative = inhibition, most hits filed as inhibitors; 0.52% of 330,000 active;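 note: potency is the fitted concentration of half-maximal effect; plate controls were no compound for no effect and no enzyme for full effect; nearly all actives have a fitted effect of over 20% in size; some results filed as inactive show a strong effect at the top dose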
# Target sequence (P00811 whole entry, looked up): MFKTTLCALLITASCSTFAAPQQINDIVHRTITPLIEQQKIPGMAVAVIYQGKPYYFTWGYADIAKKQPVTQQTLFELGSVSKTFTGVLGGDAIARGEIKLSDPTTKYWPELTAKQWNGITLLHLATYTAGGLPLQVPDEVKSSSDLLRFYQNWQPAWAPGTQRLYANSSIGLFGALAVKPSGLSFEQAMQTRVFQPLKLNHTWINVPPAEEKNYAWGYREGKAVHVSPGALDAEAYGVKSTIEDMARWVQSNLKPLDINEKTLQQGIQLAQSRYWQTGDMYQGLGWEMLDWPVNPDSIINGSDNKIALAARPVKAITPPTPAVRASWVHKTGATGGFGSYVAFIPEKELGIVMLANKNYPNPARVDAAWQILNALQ
#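 20 mM phosphate pH 7.0 + 0.01% (detergent screen) or 0.0001% Triton X-100; 5.3 nM AmpC reagent; cpd preinc 15 min RT; nitrocefin (800 uM stock) to start; A480 q20 s × 4 min; Activity was normalised to no-enzyme and no-compound control wells.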
# LmPK inh: inhibitors of Leishmania mexicana pyruvate kinase. Q27686. purified LmPK, Kinase-Glo ATP luminescence, 1 h. Potency, µM (top dose mostly 57.5 µM), inactives show at the top dose activity change, negative = inhibition, actives largely listed as inhibitors. 0.37% of 290,000 active. AID 1721; note: potency is the fitted concentration of half-maximal effect
# Target sequence (Q27686 whole entry, looked up): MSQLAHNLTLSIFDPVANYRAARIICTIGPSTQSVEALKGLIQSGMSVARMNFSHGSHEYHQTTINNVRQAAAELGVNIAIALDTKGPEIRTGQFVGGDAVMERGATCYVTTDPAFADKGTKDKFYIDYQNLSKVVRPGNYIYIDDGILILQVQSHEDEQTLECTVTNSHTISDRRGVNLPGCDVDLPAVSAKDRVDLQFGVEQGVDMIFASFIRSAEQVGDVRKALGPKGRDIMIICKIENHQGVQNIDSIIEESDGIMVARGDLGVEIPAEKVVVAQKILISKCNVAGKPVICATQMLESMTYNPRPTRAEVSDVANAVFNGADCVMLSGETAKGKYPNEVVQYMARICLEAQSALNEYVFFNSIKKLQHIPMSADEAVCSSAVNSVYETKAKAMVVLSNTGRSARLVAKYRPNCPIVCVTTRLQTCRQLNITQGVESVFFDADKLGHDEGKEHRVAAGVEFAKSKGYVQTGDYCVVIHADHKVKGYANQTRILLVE
#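 Kinase-Glo luminescence read after 1 h RT reaction of 0.1 nM LmPK with 0.5 mM PEP and 0.1 mM ADP. Activity scaled between uninhibited and enzyme-free controls.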
# HCMV antiviral: blocks human cytomegalovirus replication; HFF cells, HCMV-luciferase reporter, 72 h; active compounds read low; activity change, negative = inhibition, % at 57.5 µM; 4.5% of 410,000 active; in the data active = activity change below about -60%; inconclusive = no clear call, values can overlap the other calls; inactive = above about -39%
#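 Luciferase read-out from HCMV-luciferase-infected HFFs (MOI 1 PFU/cell) 72 h post infection at 37C; compounds added after 16 h cell attachment; activity normalized between buffer-only basal and Salinomycin (10uM) inhibitor controls.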
# Sm TGR inh: blocks Schistosoma mansoni thioredoxin glutathione reductase | Q962Y6 | purified TGR, DTNB reduction, TNB absorbance 405 nm | Potency, µM (titrated, usually from 114 µM), for inactives: top-dose activity change, negative = inhibition, actives largely listed as inhibitors | 3% of 360,000 active | AID 485364; note: potency is the fitted concentration of half-maximal effect; nearly all actives have a fitted effect of over 60% in size
#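 Kinetic colorimetric format: TGR-catalysed, NADPH-driven DTNB reduction monitored via TNB absorbance. Enzyme dispensed at 20 nM; compound exposure 15 min at room temperature before reaction start.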
# AmpC inh detg: blocks E. coli AmpC beta-lactamase in detergent assay. AID 485294. 0.041% of 370,000 active. Potency, µM (titrated, usually from 114 µM), inactives show top-dose activity change, negative = inhibition, usual class: inhibitors. AmpC hydrolysis of nitrocefin, absorbance 480 nm, 0.01% Triton;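 note: potency is the fitted concentration of half-maximal effect; 0% = no-compound wells and -100% = no-enzyme wells; nearly all actives have a fitted effect of over 25% in size; some results filed as inactive show a strong effect at the top dose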
#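 AmpC (5.3 nM in the dispensed reagent) in 20 mM phosphate pH 7.0 with 0.01% (detergent screen) or 0.0001% Triton X-100 was preincubated with compounds for 15 min at room temperature. Nitrocefin was then added from an 800 uM solution, and hydrolysis was followed at 480 nm.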
# AMA1 RON2 block: AMA1-RON2 (P. falciparum) interaction inhibition; Potency, µM (series often up to 58.2 µM), without a hit: at the highest dose activity change, negative = inhibition, most hits filed as inhibitors; 0.2% of 360,000 active; AlphaScreen AMA1-biotinylated RON2 peptide binding; AID 720542;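 note: potency is the fitted concentration of half-maximal effect; 0% = vehicle wells and -100% = peptide control; nearly all actives have a fitted effect of over 45% in size; some results filed as inactive show a strong effect at the top dose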
#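 AMA1 (3D7) with his tag at 25 nM final met compounds first, then biotinylated RON2 peptide at 25 nM; detection used donor plus acceptor beads, 10 µg/mL apiece, read by AlphaScreen after 30 min at room temperature.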
# Numbers without * were called inactive; ? = inconclusive; · = not tested or not shown; [ ] = dose if it differs, or a comment. Unless noted, calls come from the whole dose curve; as a rule, active = well fitted curve in the direction sought with a large enough effect; inconclusive = small, poorly fitted or top-dose-only effect, or another doubt; inactive = no such curve, though single readings can be large; an effect the other way counts as inactive or inconclusive. Unless noted, % is set by controls: 0 for no effect and ±100 for the full control effect. Not a hit list. Share with any hit: about 7.4%.
SMILES,TbPYK inhibitor,AmpC no deterg,LmPK inh,HCMV antiviral,Sm TGR inh,AmpC inh detg,AMA1 RON2 block
COc1cc2c(c(O)c1OC)-c1c(cc(OC)c(OC)c1O)[C@@H](OC(=O)c1ccccc1)[C@@](C)(O)[C@@H](C)[C@@H]2OC(C)=O,·,123.5%[activator],-1.9%,·,4.7%,-6.1%,·
O=C1OC(c2cccs2)=N/C1=C/c1ccc(-c2cccc(C(=O)O)c2)o1,-14.3%,-26.5%,0.7%,46.5,22.4µM*,-10.7%,-2.1%
O=C(NCCCN1CCCC1)c1ccc(CS(=O)(=O)c2ccc(Br)cc2)o1,-0.3%,88.3%[activator],10.5%,1.2,-20.3%,-0.3%,-0.1%
Cc1c(NC(=O)C(C)c2ccc(CC(C)C)cc2)c(=O)n(-c2ccccc2)n1C (stereo unspecified),-7.0%,61.7%[activator],4.4%,-11.4,4.4%,-2.1%,13.0%
COc1nnc(-c2ccc(C)c(S(=O)(=O)N(C)C)c2)c2ccccc12,2.3%,70.1%[activator],3.7%,-29.5,-12.6%,-14.2%,-6.6%
O=C(Cn1c(=O)n(Cc2ccco2)c(=O)c2sc3ccccc3c21)Nc1ccc(F)cc1F,-13.6%,·,·,-74.4*,6.1%,8.1%,·
CCCCC1=CC2=CC(=O)C(C)(OC(=O)CC)C(=O)C2=CN1C1CCCCC1 (stereo unspecified),-5.0%,166.2%[activator],-7.5%[11.5 µM],-3.3,0.3%,-1.1%,-4.4%
O=C(Nc1ccc(S(=O)(=O)N2CCN(Cc3ccccc3)CC2)cc1)c1cnccn1,-1.1%,1.0%,1.6%,-85.9*,?,-14.7%,0.1%
COCCCN(C(=O)c1cc2c(s1)CCC2)c1c(N)n(Cc2ccccc2)c(=O)[nH]c1=O,-3.8%,115.9%[activator],-11.8%,0.6,-2.5%,-0.6%,-4.2%
O=C(Nc1cccc(-n2cnnn2)c1)C1CCCN(Cc2cccc(C(F)(F)F)c2)C1 (stereo unspecified),-2.1%,58.2%,0.2%,·,-6.9%,1.9%,-18.6%
O=c1c2cc([N+](=O)[O-])ccc2nc2n1CCCC2,-3.8%,-27.1%,0.6%,-64.5*,-27.8%,-4.1%,-4.2%
Cc1ccc(S(=O)(=O)NNC(=O)NC23CC4CC(CC(C4)C2)C3)cc1,2.7%,-19.6%,2.8%,-26.5,-26.2%,-13.6%,11.1%
O=S(=O)(c1ccccc1)N1CCN(c2nc(-c3cccnc3)nc3ccccc23)CC1,0.0%,2.5%,·,1.6,-13.1%,-4.8%,0.0%
Cc1ccc(Cl)cc1NCN1C(=O)c2ccccc2C1=O,1.8%,·,·,-23.3,·,·,-0.7%
CCCCc1cc(=O)oc2cc(OC(C)C(=O)NCC3CCC(C(=O)O)CC3)c(Cl)cc12 (stereo unspecified),6.1%,45.8%,0.4%,-12.8,-0.1%,?,0.0%
CCc1ccccc1NC(=S)N(Cc1ccc(OC)cc1)CC1CCC(C(=O)O)CC1 (stereo unspecified),1.5%,-21.9%,6.0%,-4.0,-4.7%,-7.0%,-14.3%
CCCOC(=O)Nc1c(C)cccc1C(C)C,2.0%,11.6%,1.3%,-17.8,·,5.7%,0.5%
Nc1ccccc1-c1nc2ccncc2[nH]1,3.0%,·,·,40.0,·,·,51.4%[activator]
Cc1[nH]n(-c2nc(-c3ccccc3F)cc(=O)[nH]2)c(=O)c1CCO,0.0%,-18.9%,-2.7%,-25.1,0.4%,?,108.5%[activator]
O=C(Nc1onc2c1CCCC2)c1ccc(Cl)cc1,0.0%,·,·,103.9,46.5%[activator],13.0%,·

# Fetched by compound from the entries so far:
SMILES,TbPYK inhibitor,AmpC no deterg,LmPK inh,HCMV antiviral,Sm TGR inh,AmpC inh detg,AMA1 RON2 block
O=C(Cn1c(=O)n(Cc2ccco2)c(=O)c2sc3ccccc3c21)Nc1ccc(F)cc1F,-13.6%,·,·,-74.4*,6.1%,8.1%,·
Cc1ccc(Cl)cc1NCN1C(=O)c2ccccc2C1=O,1.8%,·,·,-23.3,·,·,-0.7%
COc1cc2c(c(O)c1OC)-c1c(cc(OC)c(OC)c1O)[C@@H](OC(=O)c1ccccc1)[C@@](C)(O)[C@@H](C)[C@@H]2OC(C)=O,·,123.5%[activator],-1.9%,·,4.7%,-6.1%,·
CCc1ccccc1NC(=S)N(Cc1ccc(OC)cc1)CC1CCC(C(=O)O)CC1 (stereo unspecified),1.5%,-21.9%,6.0%,-4.0,-4.7%,-7.0%,-14.3%
CCCCC1=CC2=CC(=O)C(C)(OC(=O)CC)C(=O)C2=CN1C1CCCCC1 (stereo unspecified),-5.0%,166.2%[activator],-7.5%[11.5 µM],-3.3,0.3%,-1.1%,-4.4%

# Entries shown so far with an NH in an aromatic ring (three):
SMILES,TbPYK inhibitor,AmpC no deterg,LmPK inh,HCMV antiviral,Sm TGR inh,AmpC inh detg,AMA1 RON2 block
COCCCN(C(=O)c1cc2c(s1)CCC2)c1c(N)n(Cc2ccccc2)c(=O)[nH]c1=O,-3.8%,115.9%[activator],-11.8%,0.6,-2.5%,-0.6%,-4.2%
Nc1ccccc1-c1nc2ccncc2[nH]1,3.0%,·,·,40.0,·,·,51.4%[activator]
Cc1[nH]n(-c2nc(-c3ccccc3F)cc(=O)[nH]2)c(=O)c1CCO,0.0%,-18.9%,-2.7%,-25.1,0.4%,?,108.5%[activator]

# Further compounds
SMILES,TbPYK inhibitor,AmpC no deterg,LmPK inh,HCMV antiviral,Sm TGR inh,AmpC inh detg,AMA1 RON2 block
O=C(C1CCCN(S(=O)(=O)c2cccc3nsnc23)C1)N1CCc2ccccc2C1 (stereo unspecified),6.5%,31.2%,-1.0%,-12.1,-26.0%,?,-11.1%
Nc1nc(N)c(N=Nc2ccccc2)c(=O)[nH]1,-7.7%,·,·,-18.2,·,·,-4.2%
O=C(Nc1ccc(Cl)cc1)N1CCOC12CCC1(CC2)OCCO1,0.8%,-17.2%,-1.0%,-2.8,4.1%,?,26.5%
O=C(NCC1CCCO1)[C@@H]1CSC2c3ccccc3C(=O)N21 (stereo partly specified),0.7%,100.6%[activator],-4.0%,-10.2,-7.7%,-1.2%,-6.7%
COc1cccc(C(=O)Nc2cccc(NC(C)=O)c2)c1,0.3%,-15.1%,-7.6%,95.6,5.1%,-3.5%,0.9%
COC(=O)c1ccc(NC(=O)CNCc2ccncc2)cc1,55.3%[activator],-18.7%,-0.4%,8.7,-19.9%,-0.9%,-20.8%
COc1ccccc1C#CC1=CC(=O)C[C@H](c2ccc(F)cc2)C1,4.5%,·,·,23.4,·,·,-19.4%
CC(C)n1cnc2cc(NCc3ccccc3O)ccc21,-1.9%,-2.1%,0.6%,-12.3,3.5%,2.0%,1.9%
Cc1ccc(NC(=O)COC(=O)c2ccc(=O)n(Cc3ccccc3)n2)cc1F,1.0%,-0.5%,·,-8.6,-7.2%,-17.9%,-3.0%
O=C(Nc1ccc(S(=O)(=O)N2CCC(c3nc4ccccc4s3)CC2)cc1)c1ccccc1F,-5.0%,·,·,-12.7,-1.8%,16.5%,·
OC(CN1CCOCC1)c1ccc(F)cc1 (stereo unspecified),-18.3%,4.7%,0.1%,-14.7,-7.9%,?,-21.3%
Cc1ccccc1NCC(=O)N=Nc1c(O)[nH]c2ccc([N+](=O)[O-])cc12,-5.9%,-33.7%,-1.3%,-83.1*,-4.0%,1.4%,75.5%[activator]
COc1cc(C(=O)Nc2c(C(=O)Nc3ccccc3F)oc3ccccc23)cc(OC)c1OC,-2.3%,·,·,0.4,-16.3%,-9.4%,·
CCNC(=O)NC(=O)C(C)OC(=O)c1cccnc1SC (stereo unspecified),-4.6%,·,·,-2.3,·,·,3.0%
Cc1ccc(S(=O)(=O)N(C)C)cc1NC(=O)c1ccccc1Br,-1.3%,-41.8%,-0.4%,-5.5,4.1%,5.4%,-11.4%
Cc1nn(CCc2nn[nH]n2)c2nc(-c3ccc(Br)cc3)cc(C(F)(F)F)c12,-0.7%,-13.4%,-12.0%,-19.8,0.0%,-2.2%,89.3%[activator]
Cc1ccc(C)c(Sc2ccc(NC(=O)CCN3C(=O)NC4(CCCC4)C3=O)cc2)c1,0.7%,215.7%[activator],·,-7.0,3.0%,4.1%,-1.7%
Cc1ccc(-n2nc3c(=O)n(C(C)C(=O)NCCC4=CCCCC4)nc(C)c3c2C)cc1 (stereo unspecified),3.8%,29.6%,11.5%,-61.4*,-4.1%,4.8%,0.3%
CCn1cc(S(=O)(=O)c2cccc(C)c2)c(=O)c2cc(F)c(N3CCCC(C)C3)cc21 (stereo unspecified),9.0%,·,·,49.2,1.3%,3.1%,·
CCCc1cc(=O)[nH]c2nnc(SCC(=O)Nc3ccc4c(c3)OCCO4)n12,-18.5%,-7.3%,·,-6.5,-0.6%,-2.6%,-22.2%
Cn1nc(-c2ccc(Cl)cc2)cc1NC(=O)CC(C)(C)CC(=O)O,5.3%,-14.2%,5.6%,15.0,8.6%,0.9%,-8.0%
Cn1c(=O)c2c(nc(CCc3ccccc3)n2C)n(C)c1=O,7.4%,·,·,22.3,·,·,-12.1%
Cc1ccc(CNC(=O)CSc2nc3ccccc3c(=O)n2CCCO)cc1,1.7%,33.8%,2.6%,4.0,-0.1%,6.8%,3.8%
CC1CCC2(CC1)NC(=O)N(CC(=O)N(Cc1ccccc1)C(C)(C)C)C2=O (stereo unspecified),0.8%,-4.2%,·,-7.4,-0.6%,7.8%,-8.4%
COc1ccc(CCNC(=O)Cc2cc(=O)[nH]c(=O)[nH]2)cc1OC,-0.2%,-12.3%,2.5%,-2.2,2.0%,?,-0.8%
CCCN1CCN(C2CCCCC2NS(=O)(=O)c2ccc(Cl)cc2)CC1 (stereo unspecified),-2.0%,5.6%,5.9%,·,-23.4%,-11.3%,-2.2%
CC(=O)c1ccc(-c2ccc(C(=O)N3CCCc4ccccc43)o2)cc1,4.9%,-16.4%[11.4 µM],0.8%,?,?,?,?
C/C(=N\NC(=O)c1nnn(-c2nonc2N)c1C)c1ccc(OCc2ccccc2)cc1,0.6%,-16.7%,7.1%,32.8,10.2%,4.7%,9.7%
COCCN(C(=O)COC(=O)c1cccnc1Cl)c1c(N)n(Cc2ccccc2)c(=O)[nH]c1=O,3.7%,-12.2%,·,-12.7,1.6%,-15.0%,-3.8%
